p53ts 32C tox = qHTS Screen for Compounds that Selectively Target Cancer Cells with p53 Mutations: Cytotoxicity of p53ts Cells at the Permissive Temperature; 0.93% of 130,000 active; AID 924, 2007; H1299-p53A138V at 32C, ATP luminescence viability, 24 h; Potency, µM (top dose mostly 46.1 µM), for inactives: at the highest dose activity change, negative = cytotoxicity, most hits filed as cytotoxic;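 note: 0% = DMSO and -100% = full killing by reference compound; nearly all actives have a fitted effect of over 55% in size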
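Viability by ATPlite luminescence after 24 h compound treatment (up to 46 uM) at the permissive 32C. Cells are H1299 carrying p53 A138V. Scale runs from DMSO basal to 100 uM tamoxifen as full kill; AC50 from Hill fits.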
IkB sig inh = IkB Signaling. Potency, µM (titrated, usually from 57.1 µM), inactives show top-dose IkBa stabilization activation. AID 445, 2006. ABC-DLBCL IkBa-CBG/CBR dual luciferase ratio, 4 h; response scale: scaled: untreated 0%, proteasome inhibitor 100%. 0.04% of 110,000 active; active = well fitted curve in the direction sought with a large enough effect in the signal ratio, not every such curve was filed as active; inconclusive = small, poorly fitted or top-dose-only effect, or a change in a side signal; the % refers to the signal ratio;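 note: the direction sought is a rising ratio; 0% = basal untreated cells and 100% = reference inhibitor full response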
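Luminescence ratio of IκBα-fused green versus native red beetle luciferase in OCI-Ly3 cells, 4 h post-doxycycline with compound; red signal alone, scaled from basal (0%) to zero light (-100%), flagged nonspecific or cytotoxic effects.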
p53ts 39C kill = qHTS Screen for Compounds that Selectively Target Cancer Cells with p53 Mutations: Cytotoxicity of p53ts Cells at the Nonpermissive Temperature; 1.5% of 130,000 active; Potency, µM (series often up to 46.1 µM), without a hit: at the highest dose activity change, negative = cell killing, most hits filed as cytotoxic; H1299-p53A138V viability at 39C, ATP luminescence, 24 h; note: nearly all actives have a fitted effect of over 55% in size
Imprint erasure = qHTS Assay for Compounds that Induce Erasure of Genomic Imprints; mouse ES Peg3-LacZ reporter, beta-gal luminescence, 40 h; Potency, µM (series often up to 60.7 µM), inactives show at the top dose activity change, positive = activation, most hits filed as activators; 0.02% of 110,000 active; AID 1948, 2009;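 note: 0% = negative control wells on the plate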
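Imprint erasure is scored as LacZ activity from the silenced maternal Peg3 allele in feeder-free female ES cells cultured 40 h with LIF. Luminescence is normalized to in-plate negative controls and fitted to the Hill equation.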
Active calls of the source: *; ? = inconclusive; / = not tested or not shown; & = joins results of further samples; [ ] = dose if it differs, or a comment. Unless noted, calls come from the whole dose curve; as a rule, active = well fitted curve in the direction sought with a large enough effect; inconclusive = small, poorly fitted or top-dose-only effect, or another doubt; inactive = no such curve, though single readings can be large; an effect the other way counts as inactive or inconclusive. Unless noted, % is set by controls: 0 for no effect and ±100 for the full control effect; potency is the fitted concentration of half-maximal effect. The list is partial; the hit share may differ from the screen's.

SMILES	p53ts 32C tox	IkB sig inh	p53ts 39C kill	Imprint erasure
CCC[C@@H]1CC2=CC(=O)CC[C@]2(C)[C@@H]2CC[C@@]3(C)[C@H](CC[C@]3(O)CCC(=O)O)[C@H]12	6%	-0.1%	-5%	14%
ClCc1ccccc1	9%[1.84 µM]	-0.2%	-15%	2%
COP(=O)(OC)O/C(=C\Cl)c1cc(Cl)c(Cl)cc1Cl	2%[1.84 µM]	5.8%	1%	-10%
Cn1cccc1CN1CCN(C(=O)COc2ccccc2)CC1	-5%	/	1%	/
CC1(C)C(=O)C=C[C@@]2(C)C1CC(O)[C@]1(C)C2CC[C@@]2(C)C(c3ccoc3)OC(=O)C3O[C@]312 (some centres undefined)	17%	/	57%[activator]	-24%
COC(=O)C1=C(N)Oc2c(c(=O)oc3ccccc23)[C@]12C(=O)N(C)c1ccccc12	11%	?	1%	-10%
Cc1onc(-c2ccccc2)c1C(=O)N1CCC2(CC1)OCCO2	15%	0.7%	7%	-12%
CCOC(=O)C1C(=O)N(C)C2(C)CC1c1ccccc1O2 (centres undefined)	-8%	-0.3%	-13%	4%
CCCN(CCC)C(=O)Cc1c(-c2ccc(Cl)cc2)nc2c(Cl)cc(Cl)cn12	17%	-5.3%	19%	-10%
CC(C)C(=O)c1cn(Cc2ccc(C#N)cc2)c2ccccc12	-8%	/	9%	/
Cc1nc2cnc(N3CCNCC3)nc2n(C)c1=O	-2%	0.0%[11.4 µM]	8%	/
COc1ccc(CN2CCN(Cc3ccccc3)CC2)c(OC)c1	0%	0.4%	9%	-10%
C=CCN1CC[C@]23c4c5ccc(O)c4O[C@H]2/C(=N/NC(=O)c2ccccc2)CC[C@@]3(O)[C@H]1C5	12%	/	5%	-7%&-7%
CC1CCC2C(C)C(=O)OC3OC4(C)CCC1C32OO4 (centres undefined)	3%	/	-2%	-6%
C=C(C)C1Cc2c(ccc3c(=O)c4c(oc23)COc2cc(OC)c(OC)cc2-4)O1 (centres undefined)	1%	/	7%	-1%
C=CCn1c(O)c(C(C)=Nc2cc(OC)ccc2OC)c(=O)[nH]c1=O	5%	3.1%	11%	21%
CN1[C@@H]2CC[C@H]1CC(O)C2 (some centres undefined)	-6%[20.6 µM]	0.5%[25.6 µM]	5%[20.6 µM]	-5%[16.8 µM]
Cn1c(O)c(C=NC2CC(C)(C)NC(C)(C)C2)c(=O)n(C)c1=O	2%	0.1%	15%	-8%
CN1CCc2cc3c(cc2C1C1OC(=O)c2c1ccc1c2OCO1)OCO3 (centres undefined)	3%	/	-8%	-7%
Cc1cc[c]([Sb]2[O][C@H]([C@H](O)[C@H](O)C(=O)O)[C@@H](CO)[O]2)cc1	3%[9.22 µM]	1.1%[11.4 µM]	-8%[9.22 µM]	/
CC(=NCc1cccnc1)c1c(O)n(C2CCCCC2)c(=O)[nH]c1=O	12%	-0.8%	9%	-7%
CCCCCCCCCc1ccc(O)cc1	-19%[1.84 µM]	3.0%	?	-9%
O=C(Nc1ccc2c(c1)OCO2)c1cccn(Cc2ccc(F)cc2)c1=O	-10%	?	-10%	-9%[10.9 µM]
CCCCOC(=O)C1=C(N)OC2=C(C(=O)CCC2)[C@]12C(=O)Nc1ccccc12	4%	1.9%	12%	-6%
O=C(O)C(Br)CBr (centres undefined)	15%[1.84 µM]	0.9%	0%	-6%
CCC(=O)OC1CCC2C3CCc4cc(O)ccc4C3CC[C@]12C (some centres undefined)	?	/	10µM*	-35%[inhibitor]
O=[N+]([O-])c1ccccc1O	4%[1.84 µM]	-0.6%	-24%	0%
CCOc1cccc(N2C(=O)CC(=O)NC2=O)c1	8%	-2.5%	14%	-7%
COc1ccc(C2SCC(=O)Nc3c2c(=O)[nH]n3C2CCCCCC2)cc1OC (centres undefined)	-4%	/	8%	/
C=CC(=O)NCNC(=O)C=C	5%[1.84 µM]	2.2%	-5%	10%
O=C(Nc1ccc2c(c1)OCO2)c1cccn(Cc2cccc([N+](=O)[O-])c2)c1=O	0%	7.6%	-2%	-4%[10.9 µM]
COc1ccc(-c2nc(CN3C(=O)CN=C(c4ccccc4)c4ccccc43)c(C)o2)cc1	7%	-0.3%	-24%	-10%[10.9 µM]
c1csc(CN2CC[C@@]3(CCCNC3)C2)n1	7%	-0.3%[11.4 µM]	7%	/
CCCC/C(C)=C/[C@@H](NP(=O)(c1ccccc1)c1ccccc1)c1ccccc1	?	/	?	-22%
O=C(Nc1ccon1)c1cccn(Cc2ccccc2)c1=O	-6%	-0.5%	1%	12%[10.9 µM]
CN1CCc2cc3c(cc2[C@@H]1[C@@H]1OC(=O)c2c1ccc1c2OCO1)OCO3	-4%[20.6 µM]	1.5%[25.6 µM]	8%[20.6 µM]	10%[16.8 µM]
CC(=O)NS(=O)(=O)c1ccc(NC(=O)c2cccn(Cc3ccc(Cl)cc3)c2=O)cc1	0%	5.6%	3%	25%[10.9 µM]
CCC/C=N/O	-4%[1.84 µM]	1.3%	6%	-1%
CCC(=NCCO)c1c(O)n(C2CCCCC2)c(=O)[nH]c1=O	4%	-4.0%	1%	-11%
Cc1ccc2c(c1)N(CCC(=O)N1CCC3(CC1)OCCO3)C(=O)C(C)O2 (centres undefined)	10%	1.4%	-2%	-19%
O=C(O)Cc1cnc[nH]1	-9%	3.9%	14%	4%
C1CNC2NCCNC2N1 (centres undefined)	0%	0.1%	7%	-6%
O=C(O)c1ccc(C(=O)O)cc1	?	0.9%	0%	0%
O=P(N[C@@H](c1ccccc1)[C@@H]1C[C@H]1CO)(c1ccccc1)c1ccccc1	5%	/	-2%	-4%
O=C1C2CCCN2C(c2ccc(Cl)cc2)N1c1ccccn1 (centres undefined)	1%	-1.0%	-2%	7%
CN1CCc2cc(Cl)c(O)cc2[C@H]2c3ccccc3CC[C@@H]21	-6%	/	-9%	0%
O=C1C2(Cl)C3(Cl)C4(Cl)C(Cl)(Cl)C5(Cl)C3(Cl)C1(Cl)C5(Cl)C24Cl (centres undefined)	?	?	?	-20%&-28%
O=C(COc1ccccc1)N1CCN(CC(O)COc2ccccc2)CC1 (centres undefined)	-4%	1.4%	-7%	10%
CC1CC[C@@]2(NC1)OC1CC3C4CC[C@@H]5CC(O)CC[C@@]5(C)C4CC[C@]3(C)C1C2C (some centres undefined)	6%	/	-2%	-15%
CCc1ccc(C(=O)NN(C(=O)c2cc(C)cc(C)c2)C(C)(C)C)cc1	10%	/	4%	-11%
c1ccc(N2CC[C@@]3(CCCNC3)C2)cc1	-9%	2.3%[11.4 µM]	-15%	/
O=C1CN=C(c2cccs2)c2c(sc3c2CCCC3)N1	-3%	1.4%	-1%	/
Cc1ncc(CNC(=O)N(CCCl)N=O)c(N)n1	-14%&16%	2.4%	1%&25%	-9%&-11%
O=C(O)c1ccccc1-c1c2cc(Br)c(=O)cc-2oc2[c]([Hg])c(O)c(Br)cc12	?	5.0%[25.6 µM]	?	-89%[inhibitor]
CN1CCN(c2ncc3ncc(=O)n(C)c3n2)CC1	7%	0.7%[11.4 µM]	6%	?
COc1c2c(cc3c1OCO3)CC[N+](C)=C2	-2%	/	-2%	-9%
c1cncc(CNc2cc(-c3ccc4c(c3)OCO4)ncn2)c1	-22%	-3.8%[11.4 µM]	?	-29%
CCC(=NCc1ccc(F)cc1)c1c(O)n(C)c(=O)n(C)c1=O	0%	2.1%	-10%	-16%
C=C(C)c1cc2cc(C(C)=O)c(O)cc2o1	-8%	/	2%	-23%
CCCc1[nH]nc2c1C1(C(=O)N(CC(N)=O)c3ccccc31)C(C(=O)OC)=C(N)O2 (centres undefined)	0%	-1.6%	13%	-7%

No new results follow: entries from further up.
SMILES	p53ts 32C tox	IkB sig inh	p53ts 39C kill	Imprint erasure
O=P(N[C@@H](c1ccccc1)[C@@H]1C[C@H]1CO)(c1ccccc1)c1ccccc1	5%	/	-2%	-4%
O=C1C2CCCN2C(c2ccc(Cl)cc2)N1c1ccccn1 (centres undefined)	1%	-1.0%	-2%	7%
CN1CCc2cc(Cl)c(O)cc2[C@H]2c3ccccc3CC[C@@H]21	-6%	/	-9%	0%
O=C1C2(Cl)C3(Cl)C4(Cl)C(Cl)(Cl)C5(Cl)C3(Cl)C1(Cl)C5(Cl)C24Cl (centres undefined)	?	?	?	-20%&-28%
O=C(COc1ccccc1)N1CCN(CC(O)COc2ccccc2)CC1 (centres undefined)	-4%	1.4%	-7%	10%
CC1CC[C@@]2(NC1)OC1CC3C4CC[C@@H]5CC(O)CC[C@@]5(C)C4CC[C@]3(C)C1C2C (some centres undefined)	6%	/	-2%	-15%
CCc1ccc(C(=O)NN(C(=O)c2cc(C)cc(C)c2)C(C)(C)C)cc1	10%	/	4%	-11%
c1ccc(N2CC[C@@]3(CCCNC3)C2)cc1	-9%	2.3%[11.4 µM]	-15%	/
O=C1CN=C(c2cccs2)c2c(sc3c2CCCC3)N1	-3%	1.4%	-1%	/
Cc1ncc(CNC(=O)N(CCCl)N=O)c(N)n1	-14%&16%	2.4%	1%&25%	-9%&-11%
O=C(O)c1ccccc1-c1c2cc(Br)c(=O)cc-2oc2[c]([Hg])c(O)c(Br)cc12	?	5.0%[25.6 µM]	?	-89%[inhibitor]
CN1CCN(c2ncc3ncc(=O)n(C)c3n2)CC1	7%	0.7%[11.4 µM]	6%	?
COc1c2c(cc3c1OCO3)CC[N+](C)=C2	-2%	/	-2%	-9%
c1cncc(CNc2cc(-c3ccc4c(c3)OCO4)ncn2)c1	-22%	-3.8%[11.4 µM]	?	-29%
CCC(=NCc1ccc(F)cc1)c1c(O)n(C)c(=O)n(C)c1=O	0%	2.1%	-10%	-16%
C=C(C)c1cc2cc(C(C)=O)c(O)cc2o1	-8%	/	2%	-23%
CCCc1[nH]nc2c1C1(C(=O)N(CC(N)=O)c3ccccc31)C(C(=O)OC)=C(N)O2 (centres undefined)	0%	-1.6%	13%	-7%

(list continues)
SMILES	p53ts 32C tox	IkB sig inh	p53ts 39C kill	Imprint erasure
CC(C)CCOC(=O)c1c(N)n(CC2CCCO2)c2nc3ccccc3nc12 (centres undefined)	22%	?	3%	-21%
O=C(O)c1nn(Cc2ccc(Cl)c(Cl)c2)c2ccccc12	4%	/	14%	28%
COc1ccc(CCC(=O)N2CCC3(CC2)OCCO3)cc1	-2%	0.8%	4%	-5%
CCC(=NCCO)c1c(O)n(-c2ccccc2)c(=O)[nH]c1=O	1%	-1.4%	-1%	4%
N#C/C(=C\c1ccc(O)cc1)C(=O)O	-3%	/	10%	-12%
CCCN1CCC[C@@H]2Cc3nc(N)ncc3C[C@H]21	12%	-1.2%	5%	-6%
COc1cc2c(cc1OC)[C@@]13CCN4CC5=CCO[C@H](CC(=O)O)[C@@H]([C@H]1N2)[C@H]5C[C@H]43	5%[9.22 µM]	0.0%[11.4 µM]	11%[9.22 µM]	-5%[10.9 µM]

Compound activity from PubChem BioAssay.
